ALOX12 inh: inhibitors of human 12S-lipoxygenase ALOX12; Potency, µM (highest dose often 108 µM), for the others: top-dose activity change, negative = inhibition, actives largely listed as inhibitors; P18054; purified 12hLO, xylenol orange hydroperoxide absorbance; 1.1% of 580,000 active; further: potency means the concentration at half of the fitted maximal effect; on the % scale 0 is the no-effect control and ±100 the full control effect
Target sequence (P18054 whole entry, looked up): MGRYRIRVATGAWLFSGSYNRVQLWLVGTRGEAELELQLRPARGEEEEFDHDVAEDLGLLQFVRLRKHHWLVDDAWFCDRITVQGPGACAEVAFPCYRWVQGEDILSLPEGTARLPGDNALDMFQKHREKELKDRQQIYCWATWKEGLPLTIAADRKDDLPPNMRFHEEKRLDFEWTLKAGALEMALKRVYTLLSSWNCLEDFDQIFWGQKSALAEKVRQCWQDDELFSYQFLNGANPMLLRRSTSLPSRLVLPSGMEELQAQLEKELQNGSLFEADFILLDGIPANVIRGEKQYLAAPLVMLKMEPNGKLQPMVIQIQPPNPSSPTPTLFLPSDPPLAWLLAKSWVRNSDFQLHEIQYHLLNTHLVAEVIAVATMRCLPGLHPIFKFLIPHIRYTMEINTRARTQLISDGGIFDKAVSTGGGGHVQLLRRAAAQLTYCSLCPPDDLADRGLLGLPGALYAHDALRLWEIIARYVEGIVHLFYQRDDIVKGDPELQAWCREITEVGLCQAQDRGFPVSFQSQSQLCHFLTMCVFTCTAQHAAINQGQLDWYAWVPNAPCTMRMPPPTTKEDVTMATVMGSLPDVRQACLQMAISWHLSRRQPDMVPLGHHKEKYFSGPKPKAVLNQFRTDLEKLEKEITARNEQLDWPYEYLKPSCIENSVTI
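Purified human 12hLO at 150 nM in 25 mM Hepes, 0.01% Triton X-100, pH 7.0, preincubated 15 min at room temperature with compound. Reaction started with 40 uM arachidonic acid, 30 min at room temperature. Hydroperoxide measured by Fe-xylenol orange, 573/405 nm absorbance ratio.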
Apoferritin bind: binds horse apoferritin like a general anesthetic | 0.074% of 350,000 active | Potency, µM (series often up to 77.5 µM), inactives show at the highest dose activity change, negative = displacement, hits mostly inhibitors | apoferritin/1-aminoanthracene competitive binding, fluorescence | P02791; further: potency means the concentration at half of the fitted maximal effect; on the % scale 0 is the no-effect control and ±100 the full control effect; nearly all actives have a fitted effect of over 20% in size
Target sequence (P02791 2-175 limits assumed): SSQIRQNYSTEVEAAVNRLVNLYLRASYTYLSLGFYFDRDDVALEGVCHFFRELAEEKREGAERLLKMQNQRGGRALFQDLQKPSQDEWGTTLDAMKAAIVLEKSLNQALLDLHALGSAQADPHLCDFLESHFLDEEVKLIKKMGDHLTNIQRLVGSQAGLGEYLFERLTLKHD
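Horse-spleen apoferritin (10 uM) in 50% saturated 1-aminoanthracene in PBS was incubated 10 min at room temperature with compound. Fluorescence (ex 380, em 535 nm) was normalized to free and bound 1-AMA, with concentration-response fitted by a four-parameter Hill equation.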
APEX1 inh: APE1 (human) endonuclease inhibition | P27695 | recombinant APE1, TAMRA/BHQ-2 abasic DNA cleavage fluorescence | Potency, µM (titrated, usually from 65.8 µM), for inactives: at the top dose activity change, negative = inhibition, usual class: inhibitors | 0.35% of 350,000 active | AID 2517;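 further: potency means the concentration at half of the fitted maximal effect; plate controls were vehicle for no effect and reference inhibitor for full effect; nearly all actives have a fitted effect of over 55% in size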
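Kinetic fluorescence read (525 ex/598 em nm, three reads 60 s apart) of AP-site incision; signal = third minus first read. Enzyme 0.75 nM, dual-labelled THF duplex 50 nM, compound preincubation 15 min RT.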
LDHA block: inhibitors of human lactate dehydrogenase A | purified LDHA, NADH/diaphorase-resazurin fluorescence; active compounds read low | activity change, % (values are at about 110 or 230 µM) | 0.15% of 480,000 active | AID 1347041; in the data active means activity change below about -30%; inconclusive means mostly about -25% to -30%;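 further: plate controls were DMSO wells for no effect and wells without enzyme for full effect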
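LDH5 2 nM; NADH 0.06 mM, pyruvate 0.2 mM; 200 mM Tris pH 7.4, EDTA, Tween-20; 5 min RT. Detection: diaphorase 0.133 mg/mL + resazurin 37 µM, fluorescence ex540/em590 at 0 and 20 min; normalized to enzyme-free and DMSO wells.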
POLK inh: blocks human DNA polymerase kappa activity. 0.53% of 400,000 active. Q9UBT6. purified Pol kappa, fluorescent DNA synthesis assay, 10 min. Potency, µM (series often up to 107 µM), for the others: at the highest dose activity, negative = inhibition, usual class: inhibitors; further: potency means the concentration at half of the fitted maximal effect; on the % scale 0 is the no-effect control and ±100 the full control effect
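Kinetic fluorescence screen: compound preincubated 15 min RT with 10 nM enzyme; 50 nM substrate (final) initiates; reads at 0/10 min.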
Pol beta inh: inhibitors of human DNA polymerase beta; P06746; Pol beta primer extension/strand displacement, fluorescence kinetic; Potency, µM (highest dose often 114 µM), for inactives: top-dose activity change, negative = inhibition, actives largely listed as inhibitors; 1.3% of 340,000 active; AID 485314; further: potency means the concentration at half of the fitted maximal effect; on the % scale 0 is the no-effect control and ±100 the full control effect
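Curves were derived by four-parameter Hill fits of normalized qHTS data. The kinetic fluorescent primer-extension read was taken at 0 and 10 min after 50 nM substrate, following a 15 min room-temperature preincubation of 10 nM enzyme with compounds.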
POLH inh: DNA polymerase eta (human) inhibition | Q9Y253 | recombinant Pol eta, fluorescent DNA replication assay | Potency, µM (titrated, usually from 114 µM), without a hit: top-dose activity change, negative = inhibition, actives largely listed as inhibitors | 1.2% of 390,000 active; further: potency means the concentration at half of the fitted maximal effect; on the % scale 0 is the no-effect control and ±100 the full control effect
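Pol eta (10 nM) was preincubated with compounds for 15 min at room temperature, after which fluorescent replication substrate (50 nM final) was added to start the reaction. Fluorescence was read kinetically at 0 and 10 min.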
ERG Ets-DNA blk: blocks human ERG Ets domain binding to DNA; P11308; fluorescence polarization, His-ERG Ets domain / labelled DNA; Potency, µM (highest dose often 76.9 µM), for inactives: at the highest dose FP activity, negative = inhibition, actives largely listed as inhibitors; 0.028% of 370,000 active; active means well fitted inhibition curve with a large enough effect in the polarisation, with a control signal flat; inconclusive means small, poorly fitted or top-dose-only effect, or effect the other way, or a change in a side signal; inactive means no such curve, though single readings can be large or run the other way; the % refers to the polarisation;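 further: polarization taken with two DNA probes labelled with fluorescein and Texas red; potency means the concentration at half of the fitted maximal effect; % of control where 0% means no effect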
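His-tagged ERG Ets domain (1 uM in the protein solution; 300mM KCl, 50mM Tris-HCl, 1mM EDTA, 1mM DTT, pH 7.5) received compound, then a probe mix of 5 nM fluorescein-DNA and 100nM Texas-615-DNA. Fluorescence polarization was read for both dyes.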
RGS4 inhibitor: human RGS4 inhibition; P49798; Transcreener GDP fluorescence polarization, RGS4-accelerated GTP hydrolysis; Potency, µM (series often up to 114 µM), inactives show at the top dose activity change, negative = inhibition, hits mostly inhibitors; 0.039% of 390,000 active; further: potency means the concentration at half of the fitted maximal effect; on the % scale 0 is the no-effect control and ±100 the full control effect; nearly all actives have a fitted effect of over 75% in size; some results filed as inactive show a strong effect at the top dose
Target sequence (P49798 whole entry, looked up): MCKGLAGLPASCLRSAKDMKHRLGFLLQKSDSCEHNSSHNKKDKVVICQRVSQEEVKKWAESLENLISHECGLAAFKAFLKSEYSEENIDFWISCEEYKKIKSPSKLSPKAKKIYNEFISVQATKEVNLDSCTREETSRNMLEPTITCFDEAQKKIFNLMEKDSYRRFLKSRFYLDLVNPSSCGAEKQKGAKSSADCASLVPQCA
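MLSMR compounds (23 nl, pin-transferred) preincubated 10 min at room temperature with a 500nM (2x) first reagent, then RGS4 at 900nM (2x) plus Transcreener GDP mix added; fluorescence polarization (620/688 nm) read before and after 90 min at 30 °C.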
* hit, by the source's call; ? = inconclusive; / = no result given; & = joins results of further samples; [ ] = dose if it differs, or a comment. Unless noted, the call rests on the fitted dose curve; in most records, active means well fitted curve in the direction sought with a large enough effect; inconclusive means small, poorly fitted or top-dose-only effect, or another doubt; inactive means no such curve, though single readings can be large; an effect the other way counts as inactive or inconclusive. These rows are one share of the data, so the mix of outcomes need not match the whole.

nr	SMILES	ALOX12 inh	Apoferritin bind	APEX1 inh	LDHA block	POLK inh
1	Cc1ccc(CNC(=O)Nc2cc(C(=O)NCc3ccc(C(C)C)cc3)ccc2N2CCCC2)cc1	5%	10%	/	-5	-12%[60.1 µM]
2	FC(F)(F)c1ccccc1-c1cncnc1Nc1ccccc1	25µM*	-20%	?	/	-5%[60.1 µM]
3	CCN(c1ccccc1)S(=O)(=O)c1cc(NC(=O)Nc2ccccc2C#N)ccc1Cl	-11%	-3%	-3%	-10	0%
4	COc1ccc(-n2ccnc(NCc3ccccc3Cl)c2=O)cc1OC	-9%	10%	/	-5	-1%
5	CCOC(=O)CC1=NN(c2ccccc2)C(=O)C1=c1sc(=C2SC(C)=C(C)N2CC)c(=O)n1CC	6%	/	/	-5	7%
6	COC(=O)NNC(=O)C12CC3CC(CC(C3)C1)C2	-13%	-7%	3%	-1	-20%
7	Cc1cn(CC(=O)NCc2ccc(N(C)C)cc2)c(=O)[nH]c1=O	-17%	/	/	0	8%
8	COc1cc(C(=O)NCCC(=O)NC2CCCCC2)cc(OC)c1OC	23%	0%	15%	-15	-7%
9	Cc1ccc(-c2cc(C(=O)Oc3ccccc3)c3cccc(C)c3n2)cc1	?	2%	/	-3	-30%
10	CC(C)(C)C1CCc2c(sc3nc(SCC(=O)O)nc(N)c23)C1 (stereo not given)	10%	6%	0%	-3	1%

nr	Pol beta inh	POLH inh	ERG Ets-DNA blk	RGS4 inhibitor
1	20%	-16%	-1%	5%
2	/	/	/	/
3	0%	-6%	-3%	17%
4	4%	-16%	6%	-23%
5	/	-21%	-4%	-24%
6	26%	-7%	0%	21%
7	/	4%	24%	-28%
8	12%	-7%	-11%	14%
9	?	50µM*	-1%	14%
10	-24%	-5%	-4%	-35%

Continuation:
nr	SMILES	ALOX12 inh	Apoferritin bind	APEX1 inh	LDHA block	POLK inh
11	CCn1cc(/C=C/C(=O)Nc2ccc(C)cc2Br)cn1	7%	-3%	-5%	-13	-6%
12	CCN=C1NN=C(c2c[nH]c3ccccc23)CS1	-45%&0%	-8%	1%	-8&-11	0%
13	Cc1cc(O)c(C(C)C)cc1N=C1CSC(=O)N1	-26%	-17%	1%	5	-16%
14	Cc1ccccc1CN(C)Cc1cc(=O)oc2c(C)c(C)ccc12	-11%	-15%	-8%	1	-17%
15	CCc1sc(N(C(=O)Cc2ccccc2)c2ccccc2F)nc1-c1ccc(C)cc1	-6%	3%	4%	0	-3%
16	CCc1nnc(NC(=O)COC(=O)CN2C(=O)c3ccccc3C2=O)s1	-14%	?	-1%	0	4%
17	COc1ccc(OC)c(S(=O)(=O)N2CCC(C(=O)Nc3ccccc3)CC2)c1	-3%	-6%	7%	-7	1%
18	O=C(O)c1ccccc1C(=O)NC1CCCCNC1=O (stereo not given)	-2%	-6%	13%	-5	-6%
19	CC1CCc2nn(CC(=O)NCCCN3CCCCC3)cc2C1 (stereo not given)	3%[57.4 µM]	0%	?	-4	-12%
20	CN(CC/C=C1/c2ccccc2CSc2ccccc21)CCCO	?	0%	-1%	-1	-3%

nr	Pol beta inh	POLH inh	ERG Ets-DNA blk	RGS4 inhibitor
11	-25%	-3%	6%	-5%
12	1%	-2%	-3%	14%
13	33%	-3%	2%	-28%
14	-3%	-1%	-3%	19%
15	90%	-26%	3%	-11%
16	3%	-14%	-1%	12%
17	5%	-16%	1%	17%
18	10%	-3%	5%	-9%
19	22%	-22%	17%	4%
20	0%	-12%	-1%	8%

(further entries)
nr	SMILES	ALOX12 inh	Apoferritin bind	APEX1 inh	LDHA block	POLK inh
21	CCOC(=O)c1ccc(NC(=O)c2nc(SCc3ccc(F)cc3)ncc2Cl)cc1	-6%	?	/	-6	-14%
22	Cc1ccc(S(=O)(=O)N2CCN(C(=O)CN3C(=O)c4ccc([N+](=O)[O-])cc4C3=O)CC2)c(C)c1	1%	/	8%	0	-7%
23	Cc1cnccc1CN(C)Cc1nc(Cc2ccccc2Cl)no1	2%	-7%	0%	-6	-4%
24	C=CCNC(=O)c1onc(CSc2ccc(C)c(C)c2)c1C(=O)O	-16%	-13%	-3%	5	5%
25	CCCCOC(=O)C1=C(C)NC2=C(C(=O)CCC2)C1c1cc(OC)ccc1OC (stereo not given)	19%	-4%	2%	-1	-5%
26	CN(C(=O)CSc1nc2ccccc2n1CC(=O)N(C)C1CCCCC1)c1ccc(F)cc1	?	-12%	/	-13	-6%[60.1 µM]
27	COc1ccccc1CNS(=O)(=O)c1ccc2c(c1)NC(=O)CS2	2%	-4%	12%	1	-9%
28	O=C(Cn1nnc(-c2ccccc2)n1)N/N=C/c1cccc([N+](=O)[O-])c1O	-28%	-16%	0%	7	-17%
29	O=C(Cn1cnc2c(cnn2-c2ccccc2)c1=O)N1CCN(c2ccc(F)cc2)CC1	-11%	1%	-4%	-4	-7%
30	CCN(CC)CCOC(=O)c1ccc(NC(=O)Cn2ncc3c2-c2cc(C)ccc2OC3)cc1	?	-8%	/	-6	2%

nr	Pol beta inh	POLH inh	ERG Ets-DNA blk	RGS4 inhibitor
21	6%	-8%	-7%	2%
22	/	-6%	12%	11%
23	-1%	-11%	0%	-6%
24	-1%	5%	2%	-10%
25	6%	-9%	0%	5%[11.4 µM]
26	-7%	-12%	1%	25%
27	28%	0%	6%	1%
28	-11%	2%	7%	10%
29	-1%	-5%	1%	26%
30	-26%	-13%	-8%	14%

Entries listed above marked active in ALOX12 inh.
cpd | Structure | ALOX12 inh | APEX1 inh | POLK inh | POLH inh | ERG Ets-DNA blk | RGS4 inhibitor
2 | FC(F)(F)c1ccccc1-c1cncnc1Nc1ccccc1 | 25µM* | ? | -5%[60.1 µM] | / | / | /

(continued)
nr	SMILES	ALOX12 inh	Apoferritin bind	APEX1 inh	LDHA block	POLK inh
31	CCN(C(=O)c1ccc(=O)n(C)n1)c1c(N)n(Cc2ccccc2)c(=O)[nH]c1=O	2%	/	19%	1	-15%
32	COc1ccccc1N1CCN(/N=C(\C)c2ccccc2O)CC1	-14%	-6%	-11%	-1	4%
33	Cc1cc(C)c(S(=O)(=O)NCc2cn3c(C)csc3n2)cc1C	27%	-10%	-1%	-2	-6%
34	Cn1cccc1C(=O)NC(=O)COC(=O)c1cc(Cl)ccc1[N+](=O)[O-]	-29%	3%	1%	-2	-2%
35	Cc1ccccc1Cn1ccc(NC(=O)c2cc3nc(-c4ccco4)cc(C(F)(F)F)n3n2)n1	-4%	-17%	0%	-3	-11%
36	CCn1c(=O)c(C(=O)NNC(=O)Cc2ccccc2)c(O)c2ccccc21	-10%	-5%	27%	-1	1%
37	CC[C@H](C)[C@@H](CN[C@H](CCCCNC)CNC)NCC1CCCC1	21%	-9%	14%	-6	-1%
38	O=C(COC(=O)C1=COCCO1)Nc1cccc(Oc2ccccc2)c1	0%	-18%	0%	1	6%
39	Cc1cc(C(=O)NNC(=O)/C=C/c2ccco2)c(C)o1	0%	/	-32%	-1	22µM*
40	COc1ccc(NC(=O)Nc2c(C)n(C)n(-c3ccccc3)c2=O)c(OC)c1	3%	-4%	18%	-6	-15%

nr	Pol beta inh	POLH inh	ERG Ets-DNA blk	RGS4 inhibitor
31	/	-26%	-9%	4%
32	11%	-8%	-10%	-27%
33	29%	11%	-1%	13%
34	33%	-20%	-12%	7%
35	-1%	-13%	-4%	1%
36	5%	-18%	-3%	-6%
37	-13%	3%	2%	-8%
38	-19%	-14%	-5%	?
39	/	2.2µM*	4%	-42%
40	2%	-16%	1%	1%

Individual results from the results shown:
COc1ccc(NC(=O)Nc2c(C)n(C)n(-c3ccccc3)c2=O)c(OC)c1 in RGS4 inhibitor: 1%
CCn1c(=O)c(C(=O)NNC(=O)Cc2ccccc2)c(O)c2ccccc21 in ERG Ets-DNA blk: -3%

More entries follow.
nr	SMILES	ALOX12 inh	Apoferritin bind	APEX1 inh	LDHA block	POLK inh
41	CCc1ccc(NC(=S)N2CCCCCCC2)cc1	12%	?	-4%	0	-2%
42	O=C(Nc1ccccn1)c1ccc(-c2ccccc2)cc1	15%	-13%	-3%	-6	-10%
43	CC1=C(C#N)C(NC(=O)c2ccc(C)cc2)(C(F)(F)F)C(=O)N1 (stereo not given)	12%	-7%	-3%	-3	-14%
44	Cc1ccc(NC(=O)Cn2c(=O)c(C(F)(F)F)nc3ccccc32)c(C)c1	-19%	-9%	/	-9	4%

nr	Pol beta inh	POLH inh	ERG Ets-DNA blk	RGS4 inhibitor
41	5%	-23%	15%	-30%
42	13%	-9%	0%	12%
43	-1%	4%	-3%	3%
44	15%	-16%	-1%	-9%

Screening data from PubChem.
